From PubChem BioAssay
FLuc modulator – inhibits or activates purified firefly luciferase, miR-21 counter-screen; P08659; purified FLuc, Km substrates, luminescence inhibition; Potency, µM (titrated, usually from 57.5 µM), inactives show top-dose activity change, negative = inhibition, actives largely listed as inhibitors; actives 6.9% (n = 360,000);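 further: potency means the concentration at half of the fitted maximal effect; plate controls were vehicle for no effect and reference inhibitor for full effect; nearly all actives have a fitted effect of over 55% in size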
Target sequence (P08659 whole entry, looked up): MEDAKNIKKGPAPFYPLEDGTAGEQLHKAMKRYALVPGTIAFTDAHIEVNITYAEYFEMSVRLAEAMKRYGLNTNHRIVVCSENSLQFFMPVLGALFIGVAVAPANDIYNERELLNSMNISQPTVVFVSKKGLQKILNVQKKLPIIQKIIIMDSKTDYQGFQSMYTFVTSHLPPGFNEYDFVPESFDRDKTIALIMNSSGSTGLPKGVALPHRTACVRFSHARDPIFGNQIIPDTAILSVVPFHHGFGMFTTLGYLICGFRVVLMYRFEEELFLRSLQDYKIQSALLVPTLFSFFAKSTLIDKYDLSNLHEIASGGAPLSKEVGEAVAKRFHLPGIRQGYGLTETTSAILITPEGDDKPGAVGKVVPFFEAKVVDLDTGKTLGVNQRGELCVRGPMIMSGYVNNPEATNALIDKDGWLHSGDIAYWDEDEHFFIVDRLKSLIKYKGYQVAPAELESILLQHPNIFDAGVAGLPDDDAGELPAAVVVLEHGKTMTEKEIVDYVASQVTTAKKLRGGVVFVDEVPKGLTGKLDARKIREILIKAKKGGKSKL
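Purified P. pyralis luciferase, 10 nM final, with Km-level 10 uM D-luciferin and 10 uM ATP in 50 mM Tris acetate pH 7.5, 10 mM Mg acetate, 0.01% Tween-20, 0.05% BSA; 6-point qHTS titration about 60 µM downward; luminescence read.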
RORgamma inh – ROR gamma (mouse) transcription inhibition | P51450 | AID 2551 | Drosophila S2 Gal4-RORgamma UAS-luciferase reporter, 20 h | Potency, µM (highest dose often 53.6 µM), for the others: at the highest dose activity change, negative = inhibition, usual class: inhibitors | actives 5.4% (n = 310,000); further: potency means the concentration at half of the fitted maximal effect; on the % scale 0 is the no-effect control and ±100 the full control effect; nearly all actives have a fitted effect of over 60% in size
Target sequence (P51450 whole entry, looked up, the tested form may be a part): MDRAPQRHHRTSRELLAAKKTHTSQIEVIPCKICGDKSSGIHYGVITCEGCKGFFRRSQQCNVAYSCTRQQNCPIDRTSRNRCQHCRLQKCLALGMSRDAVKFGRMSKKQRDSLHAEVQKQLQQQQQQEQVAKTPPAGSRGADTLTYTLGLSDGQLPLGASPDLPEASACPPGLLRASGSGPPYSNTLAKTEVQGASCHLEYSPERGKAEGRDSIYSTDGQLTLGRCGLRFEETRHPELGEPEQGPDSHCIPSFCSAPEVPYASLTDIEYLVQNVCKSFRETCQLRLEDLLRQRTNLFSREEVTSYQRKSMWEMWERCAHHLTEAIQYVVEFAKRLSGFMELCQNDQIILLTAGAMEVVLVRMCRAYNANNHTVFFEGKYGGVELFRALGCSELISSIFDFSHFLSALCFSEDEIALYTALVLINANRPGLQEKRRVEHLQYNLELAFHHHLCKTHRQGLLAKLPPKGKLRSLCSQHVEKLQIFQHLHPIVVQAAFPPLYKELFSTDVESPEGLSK
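Luciferase reporter read in Schneider cells carrying Gal4-RORγ (mouse) and UAS-Photinus luciferase; cells given compound 1 h before 700 uM copper sulfate induction, then incubated 20 h at ambient temperature.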
Menin MLL FP TR – displaces Texas Red mutant MLL peptide from human menin; Menin + Texas Red MLL mutant peptide, fluorescence polarization; Potency, µM (top dose mostly 61.6 µM), for inactives: at the top dose FP activity change, negative = inhibition, actives largely listed as inhibitors; O00255; actives 0.23% (n = 270,000); active means well fitted inhibition curve with a large enough effect in the polarisation, with a control signal flat, not every such curve was filed as active; inconclusive means small, poorly fitted or top-dose-only effect, or effect the other way, or a change in a side signal; inactive means no such curve, though single readings can be large or run the other way; the % refers to the polarisation; further: potency means the concentration at half of the fitted maximal effect; % of control where 0% means no effect; many of its hits are not listed in these tables
MBNL1 CUG block – inhibitors of human MBNL1 binding to CUG repeat RNA. AID 2675. TR-FRET MBNL1-His/biotin-(CUG)12 binding, 665/545 ratio. actives 0.036% (n = 280,000). Potency, µM (series often up to 57.5 µM), for inactives: top-dose activity change, negative = inhibition, most hits filed as inhibitors; active means well fitted inhibition curve with a large enough effect in the signal ratio, with a control signal flat, not every such curve was filed as active; inconclusive means small, poorly fitted or top-dose-only effect, or effect the other way, or a change in a side signal; inactive means no such curve, though single readings can be large or run the other way; the % refers to the signal ratio; further: potency means the concentration at half of the fitted maximal effect; on the % scale 0 is the no-effect control and ±100 the full control effect
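MBNL1-His + Biotin-(CUG)12, cpd titration 92 nM–58 uM; Tb anti-His Ab 0.055 ng/ul, SA-XL665 5 nM (final); 60 min RT; ratiometric 665/545 nm, Ex 340 nm; normalized to buffer and full-complex controls.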
Gal4-VP16 FLuc – inhibits Gal4-VP16 luciferase reporter, ROR gamma counter-screen. AID 2546. Potency, µM (doses to about 53.6 µM), for inactives: top-dose activity, negative = inhibition, most hits filed as inhibitors. Drosophila S2 Gal4-VP16 UAS-luciferase, luminescence, 20 h. actives 3.5% (n = 310,000);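 further: Gal4-VP16 expression switched on by copper sulfate through the metallothionein promoter; potency means the concentration at half of the fitted maximal effect; on the % scale 0 is the no-effect control and ±100 the full control effect; nearly all actives have a fitted effect of over 50% in size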
NPC1 promoter act – NPC1 promoter activation | Huh7 NPC1 promoter luciferase reporter, 24 h | Potency, µM (titrated, usually from 9.22 µM), for inactives: at the top dose activation, most hits filed as activators | actives 2.4% (n = 320,000);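 further: potency means the concentration at half of the fitted maximal effect; % of control where 0% means no effect; nearly all actives have a fitted effect of over 60% in size; reporter is driven by a mutant NPC1 promoter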
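In 1536-well qHTS, Huh7 cells harboring an NPC1 promoter–luciferase construct received compound for 24 h; activation was quantified by luminescence following luciferase reagent addition.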
KCNH2 3.1 inh – KCNH2 3.1 (human) potassium channel inhibition. U2OS KCNH2 3.1, thallium flux FluxOr; hits give low values. activity change, % (tested at about 1.8 µM). actives 0.95% (n = 340,000). AID 720553;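 active means maximum activity change below -70%; inconclusive means maximum activity change from -70% to -50%; inactive means maximum activity change above -50%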;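 further: thallium influx rate constant from kinetic fluorescence after stimulation buffer; on the % scale 0 is the no-effect control and ±100 the full control effect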
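Thallium flux read-out: FluxOr dye with Red40 quencher in HBSS/HEPES, 45 min at RT. Rate constants from kinetic reads were normalized to positive and negative DMSO controls. Cells: U2OS virally expressing the 3.1 isoform.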
PKM2 act – PKM2 (human) enzyme activation. purified PKM2, Kinase-Glo ATP luminescence, activation; response scale: 0% is enzyme alone, no compound. actives 0.34% (n = 260,000). P14618. Potency, µM (titrated, usually from 57.5 µM), inactives show at the top dose activation, most hits filed as activators; further: potency means the concentration at half of the fitted maximal effect; on the % scale 0 is the no-effect control and ±100 the full control effect; nearly all actives have a fitted effect of over 55% in size
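hPK-M2, >95% pure; 0.1 mM ADP / 0.5 mM PEP final; imidazole pH7.2 buffer w/ 7 mM MgCl2, 50 mM KCl; 1 h RT; Kinase-Glo lum. Intermediate enzyme activity for dual inhibitor/activator qHTS.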
Mito fusion act – inhibitors of mitochondrial division or activators of mitochondrial fusion | S. cerevisiae fusion-defective mutant growth rescue, CellTiterGlo 48 h | AID 485298 | actives 0.23% (n = 320,000) | Potency, µM (titrated, usually from 46.1 µM), without a hit: top-dose growth rescue (activation), actives largely listed as activators;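 further: potency means the concentration at half of the fitted maximal effect; % of control where 0% means no effect; nearly all actives have a fitted effect of over 45% in size; temperature-sensitive fusion mutants such as fzo1-1 at 37 °C on non-fermentable ethanol glycerol medium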
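Temperature-sensitive fusion-defective S. cerevisiae (e.g. fzo1-1, mgm1-5) were grown with compound in YPEG medium (3% ethanol, 3% glycerol) for 48 hours at 37C. Growth rescue was measured as viability by CellTiterGlo luminescence after 10 minutes at ambient.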
ELG1 DNA repair – inhibitors of ELG1-dependent DNA repair in HEK293T cells | HEK293T ELG1-luciferase reporter, luminescence, 16 h; DNA damage induced by 5-fluorouridine | Potency, µM (doses to about 46.1 µM), without a hit: at the highest dose activity change, negative = inhibition, most hits filed as inhibitors | actives 2.3% (n = 330,000) | AID 504467; further: potency means the concentration at half of the fitted maximal effect; on the % scale 0 is the no-effect control and ±100 the full control effect; nearly all actives have a fitted effect of over 55% in size
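Cells (2,000 per well) received 5-fluorouridine plus test compound or DMSO and were incubated 16 hr at 37 °C, 5% CO2. Luciferase activity was read by luminescence 30 min after ONE-Glo addition; signal suppression marked inhibition of damage-induced ELG1 function.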
Rab9 promoter act – activates the Rab9 promoter; Huh7 Rab9 promoter-luciferase reporter, luminescence, 24 h; AID 485297; Potency, µM (doses to about 9.22 µM), without a hit: top-dose activation, negative = inhibition, most hits filed as activators; actives 2.8% (n = 320,000); further: potency means the concentration at half of the fitted maximal effect; % of control where 0% means no effect; nearly all actives have a fitted effect of over 60% in size
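Rab9 promoter-driven luciferase in stably transfected Huh7 cells; 1500 cells/well rested 2 h, exposed to compound in DMSO for 24 h at 37 °C, 5% CO2. Luminescence read 10 min after adding luciferase reagent at ambient temperature.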
The depositor's hits bear a star; ? = inconclusive; nt = no result given; [ ] = dose if it differs, or a comment. Unless noted, the call rests on the fitted dose curve; in most records, active means well fitted curve in the direction sought with a large enough effect; inconclusive means small, poorly fitted or top-dose-only effect, or another doubt; inactive means no such curve, though single readings can be large; an effect the other way counts as inactive or inconclusive.

SMILES	FLuc modulator	RORgamma inh	Menin MLL FP TR	MBNL1 CUG block	Gal4-VP16 FLuc	NPC1 promoter act	KCNH2 3.1 inh	PKM2 act	Mito fusion act	ELG1 DNA repair	Rab9 promoter act
COc1cc(CC(=O)NNC(=O)c2cc(C)oc2C)cc(OC)c1OC	0%	-1%	0%	-4%	0%	-3%	10	2%	-13%	4%	-4%
CC(C)C(NC(=O)c1ccco1)C(=O)OCC(=O)c1ccccc1 (centres undefined)	17µM*	19%	nt	10%	16%	0%	-10	nt	-2%	12%	6%
COc1oc(-c2ccccc2)nc1C(F)(F)F	2%	-18%	18%	-4%	-16%	3%	2	-22%	-1%	9%	3%
O=C(CN1CCN(CCN2C(=O)c3cccc4cccc(c34)C2=O)CC1)c1ccc(Cl)cc1	2%	-19%	-5%	nt	-1%	0%	nt	7%	6%	-22%	?
CCC(c1nnc(SCC(=O)Nc2ccc(C(N)=O)cc2)n1Cc1ccccc1)N(C)C (centres undefined)	0%	-8%	nt	-3%	4%	6%	-24	-1%	1%	-2%	2%
COc1ccc(/C=C/C(=O)Nc2ccc(-c3nnc4n3CCCCC4)cc2)c(OC)c1	27µM*	14%[10 µM]	-1%	nt	-8%	4%	12	-20%	9%	23µM*	1%
COC(=O)C1=C(SC)N(c2ccc(OC)cc2)C(c2ccccc2)CC1=O (centres undefined)	-3%	14%	-7%	-12%[11.5 µM]	-13%	-8%	6	1%	-25%	-10%	0%
CCC(C)N1CCCC1C(=O)Nc1c(C)cc(C)cc1C (centres undefined)	1%	13%	-15%	-2%	23%	-2%	11	-1%	-1%	-1%	-1%
COC(=O)CCC(=O)OC1(C)C(=O)C=C2C=C(C3CC3)N(C3CCCCC3)C=C2C1=O (centres undefined)	2%	18%	-21%[11.7 µM]	?	9%	-1%	4	3%[11.5 µM]	7%	10%	-10%
COc1ccc(S(=O)(=O)NCC2CCCN(Cc3cccc(C(C)=O)c3)C2)cc1 (centres undefined)	-2%	15%	-3%	-6%	-3%	-35%[inhibitor]	8	nt	15%	0%	6%
COc1cc(-c2nnc(COC(=O)c3ccc(C)o3)o2)cc(OC)c1OC	0%	nt	nt	nt	nt	1%	25	nt	2%	-5%	3%
Cc1ccc(-c2csc(Cc3nc(-c4ccc5c(c4)CCC(=O)N5)cs3)n2)cc1	?	13%	?	19%	-6%	-5%	-8	1%	-13%	-21%	1%
O=C(NCCOc1cccc2cccnc12)c1cccs1	-17%	-4%	-15%	7%	5%	-2%	-3	-19%	6%	12%	2%
C/C(=N\NC(=O)c1ccc(F)cc1)c1ccc(NC(=O)Cc2ccccc2)cc1	-5%	-17%	nt	2%	1%	1%	nt	nt	1%	?	28%
Cc1nn(Cc2ccc(Cl)c(Cl)c2)c(C)c1NC(=O)c1cn(-c2ccccc2)nc1-c1ccccc1	2%	18%	0%	5%	3%	-3%	-10	-3%	-2%	?	-9%
O=C(c1cc(F)ccc1F)C1CCCN(C(=O)c2ccc(F)cc2Cl)C1 (centres undefined)	-4%	?	?	8%	-5%	0%	6	-2%	4%	-4%	-16%
C[C@@H]1C=C(C(=O)NC2CC2)O[C@H](OCc2ccc(CO)cc2)C1	3%	1%	nt	-4%	3%	1%	-19	1%	-8%	0%	-2%
COc1cc2oc(=O)cc(-c3ccc(-c4ccc(OC(F)(F)F)cc4)cc3)c2c(OC)c1OC	nt	0%	-3%	nt	3%	nt	0	nt	nt	16%	nt
CC[C@@H]1C(c2ccccc2)=NN(c2ccccc2)[C@H]1C(=O)N1CCOC1=O	nt	36%	44%[activator][94.6 µM]	nt	9%	nt	-20	nt	nt	3%	nt
COc1ccc(C(=O)NCC(c2cccnc2)N2CCN(c3ccc(F)cc3)CC2)cc1OC (centres undefined)	1%	?	0%	5%	0%	-3%	18	2%	2%	-25%	1%
COC(=O)C1=C(O)/C(=C\c2ccc(OCC(=O)Nc3ccc(OC)cc3)cc2)N=C1C	?	-17%	nt	10%	-3%	-3%	1	nt	-1%	13%	4%
Cc1cc(NC(=O)NC(=O)c2ccccc2F)no1	?	-4%	nt	2%	-10%	?	1	2%	1%	?	3.5µM*
CCOC(=O)c1c(NC(=O)c2c(C(=O)O)cccc2[N+](=O)[O-])sc(C)c1C	-12%	-1%	24%	?	-4%	1%	7	1%	8%	-4%	-6%
COc1ccc(C2NN=C(c3c[nH]c4ccccc34)C2O)cc1 (centres undefined)	?	37%	?	-5%	-17%	25%	4	nt	1%	?	23%
CC(C(=O)NCCc1nc2ccccc2[nH]1)n1cc([N+](=O)[O-])cn1 (centres undefined)	-1%	10%	0%	-3%	-4%	1%	15	4%	-3%	?	-8%

Ordered by the number under NPC1 promoter act (lowest first): three from the list above
Molecule | RORgamma inh | Menin MLL FP TR | NPC1 promoter act | PKM2 act | Rab9 promoter act
Cc1nn(Cc2ccc(Cl)c(Cl)c2)c(C)c1NC(=O)c1cn(-c2ccccc2)nc1-c1ccccc1 | 18% | 0% | -3% | -3% | -9%
O=C(NCCOc1cccc2cccnc12)c1cccs1 | -4% | -15% | -2% | -19% | 2%
O=C(c1cc(F)ccc1F)C1CCCN(C(=O)c2ccc(F)cc2Cl)C1 (centres undefined) | ? | ? | 0% | -2% | -16%

Next entries
SMILES	FLuc modulator	RORgamma inh	Menin MLL FP TR	MBNL1 CUG block	Gal4-VP16 FLuc	NPC1 promoter act	KCNH2 3.1 inh	PKM2 act	Mito fusion act	ELG1 DNA repair	Rab9 promoter act
CC1CCN(c2ccc(NC(=O)c3ccc(Br)o3)cc2)CC1	1.9µM*	-21%	nt	5%	-4%	1µM*	nt	0%	0%	?	1µM*
CCOC(=O)Cc1cc(=O)n2[nH]c(C)c(-c3ccccc3)c2n1	4%	13µM*	nt	4%	?	-2%	1	4%	-8%	-4%	2%
CC(=O)Nc1ccc(S(=O)(=O)N2CCCC2C(=O)O)cc1 (centres undefined)	9%	-1%	-9%	6%	-4%	-5%	-4	-6%	3%	-7%	-1%
Cc1cc(=O)n2ncnc2n1COCCO	10%	-16%	13%	-1%	7%	-2%	3	-2%	-4%	0%	1%
COc1cccc(C(=O)OCCCN(C)C)c1	3%	0%	9%	-4%	-2%	-1%	9	0%	-4%	-6%	-3%
CN(C)CCCNC(=O)C1(O)c2cc(Br)ccc2NC(=O)N1c1ccc(Cl)cc1 (centres undefined)	-1%	-8%	-17%	-10%	-12%	1%	20	nt	-7%	1%	3%
O=C(c1cc(Cl)ccc1Cl)N1CCc2ccccc21	-2%	?	-6%	1%	2%	-3%	-7	-4%	6%	?	3%
CC(C)(C)NC(=O)C(OC(=O)Cn1nnc(-c2ccc(F)cc2)n1)c1ccncc1 (centres undefined)	4%	-21%[10 µM]	2%	15%	-1%	1%	-8	-5%	3%	2%	-4%
CC(NCc1ccc([N+](=O)[O-])cc1)C1COc2ccccc2O1 (centres undefined)	5%	-1%	0%	?	1%	4%	-21	nt	-11%	1%	3%
O=c1sc2ccccc2n1CCOc1ccccc1	13µM*	30%	-1%	6%	15%	?	4	-1%	9%	?	?
O=C(Cn1cnc2ccccc2c1=O)Nc1ccc2c(c1)OCCO2	9.5µM*	-3%	7%	-12%	6%	2.2µM*	5	-6%	-2%	?	1.8µM*
COCCN(C(=O)Cc1cccs1)C(C(=O)NCc1ccc(OC)cc1)c1ccccc1 (centres undefined)	0%	39%	-15%	3%	-6%	0%	9	-3%	5%	-12%	1%
CCC(C)Sc1nc2ccccc2n1CC(=O)O (centres undefined)	1%	13µM*	10%	-3%	2%	6%	-5	-10%	-1%	12%	-2%
CCOC(=O)C(CCCOc1ccc(C)cc1)C(=O)OCC	0%	33%	?	-2%	-20%	0%	-9	-5%	0%	-1%	1%

Not all compounds are listed, so the mix of outcomes need not match the whole.
